PI4K2A block – blocks human PI4K2A kinase activity. purified PI4K2A, ADP-Glo luminescence, 1 h; active compounds read low. activity change, negative = inhibition, % at 76.9 µM. 420,000 compounds, 0.13% hits. AID 1346378; in the data active means activity change below about -50%; inconclusive means mostly about -30% to -49%;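 further: -100% = wells without enzyme as full effect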
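In this quantitative HTS, ADP production by PI4K2A was quantified luminescently after 1 h at ambient temperature; 100 microM adenosine served as plate-quality control.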
HP1b chromo inh – blocks HP1-beta chromodomain binding to methylated histone tails | P83916 | 390,000 compounds, 0.56% hits | Potency, µM (top dose mostly 114 µM), for inactives: top-dose activity change, negative = inhibition, hits mostly inhibitors | AlphaScreen HP1-beta / biotin-H3K9me3 peptide binding; further: potency means the concentration at half of the fitted maximal effect; nearly all actives have a fitted effect of over 70% in size; inactives centre near 23
Target sequence (P83916 whole entry, looked up): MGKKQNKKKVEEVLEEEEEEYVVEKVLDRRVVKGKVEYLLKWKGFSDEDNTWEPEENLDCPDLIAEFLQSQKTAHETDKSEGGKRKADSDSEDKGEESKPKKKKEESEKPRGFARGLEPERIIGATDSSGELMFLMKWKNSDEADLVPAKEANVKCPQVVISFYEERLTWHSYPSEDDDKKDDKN
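AlphaScreen: HP1-beta (50 nM) preformed 30 min with biotin-H3(1-18)K9me3 peptide (50 nM) in PBS pH 7.4, 0.01% Tween-20. Compound added for 30 min at RT, then streptavidin donor/nickel chelate acceptor beads (10 ug/mL) for 30 min.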
GLS inh – glutaminase GLS (human) inhibition; O94925; 410,000 compounds, 0.21% hits; GLS enzymatic activity, qHTS titration; Potency, µM (titrated, usually from 45.5 µM), for the others: top-dose activity change, negative = inhibition, most hits filed as inhibitors; further: potency means the concentration at half of the fitted maximal effect; on the % scale 0 is the no-effect control and ±100 the full control effect
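Two-point fluorescence kinetic (t0, 30 min RT) for hKGA; glutamate detected via glutamate oxidase–HRP–Amplex Red. Substrate: 1 mM L-glutamine solution; buffer 45 mM KH2PO4, pH 8.2.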
G9a block – inhibitors of human histone lysine methyltransferase G9a; Q96KQ7; G9a H3K9 monomethylation, AlphaScreen, 2 h; Potency, µM (top dose mostly 102 µM), for the others: at the top dose activity, negative = inhibition, actives largely listed as inhibitors; 350,000 compounds, 8.8% hits; AID 504332; further: potency means the concentration at half of the fitted maximal effect; on the % scale 0 is the no-effect control and ±100 the full control effect; nearly all actives have a fitted effect of over 75% in size
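Chemiluminescent proximity detection of H3K9 monomethylation, read after 10 min bead incubation in the dark. Reaction: 20 nM G9a, 500 nM biotin-H3K9 peptide, 20 uM SAM cofactor, 2 h, room temperature, following 15 min enzyme-compound preincubation.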
Tb PGK inh – blocks T. brucei phosphoglycerate kinase; PGK/GAPDH coupled, Kinase-Glo luminescence, 60 min; Potency, µM (series often up to 57.5 µM), inactives show at the top dose activity change, negative = inhibition, actives largely listed as inhibitors; 380,000 compounds, 0.043% hits; AID 602233; further: potency means the concentration at half of the fitted maximal effect; on the % scale 0 is the no-effect control and ±100 the full control effect; nearly all actives have a fitted effect of over 60% in size
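Recombinant glycosomal PGK reaction used 1,3-bisphosphoglycerate generated in-well by GAPDH (100nM final) in 100mM TEA pH 7.6, 5mM MgCl2, 0.01% Tween-20. After 60 minutes at room temperature, ATP was read by Kinase-Glo Plus luminescence end-point.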
POLH inh – DNA polymerase eta (human) inhibition; Q9Y253; recombinant Pol eta, fluorescent DNA replication assay; Potency, µM (titrated, usually from 114 µM), for inactives: at the highest dose activity change, negative = inhibition, hits mostly inhibitors; 390,000 compounds, 1.2% hits; AID 588591; further: potency means the concentration at half of the fitted maximal effect; on the % scale 0 is the no-effect control and ±100 the full control effect
Target sequence (Q9Y253 whole entry, looked up): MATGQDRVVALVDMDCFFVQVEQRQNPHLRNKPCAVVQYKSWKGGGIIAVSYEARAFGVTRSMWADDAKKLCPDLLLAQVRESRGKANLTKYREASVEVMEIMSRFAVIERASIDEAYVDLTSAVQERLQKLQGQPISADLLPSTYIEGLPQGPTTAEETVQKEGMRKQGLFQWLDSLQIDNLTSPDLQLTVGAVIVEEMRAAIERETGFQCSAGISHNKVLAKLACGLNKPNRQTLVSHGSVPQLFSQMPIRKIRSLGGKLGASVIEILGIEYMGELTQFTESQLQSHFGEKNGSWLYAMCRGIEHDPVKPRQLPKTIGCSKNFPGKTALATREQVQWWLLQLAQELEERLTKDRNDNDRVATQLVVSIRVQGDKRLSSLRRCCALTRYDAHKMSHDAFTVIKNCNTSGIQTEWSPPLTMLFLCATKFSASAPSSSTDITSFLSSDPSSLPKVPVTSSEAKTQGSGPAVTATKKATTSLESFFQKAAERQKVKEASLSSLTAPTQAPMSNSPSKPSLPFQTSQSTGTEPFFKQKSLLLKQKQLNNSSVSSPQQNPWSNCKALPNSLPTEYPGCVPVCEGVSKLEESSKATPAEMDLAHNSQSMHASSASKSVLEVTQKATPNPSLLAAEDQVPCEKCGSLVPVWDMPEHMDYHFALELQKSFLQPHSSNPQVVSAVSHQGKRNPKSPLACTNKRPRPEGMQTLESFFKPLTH
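Pol eta at 10 nM preincubated with compounds 15 min at room temperature; reaction started with fluorescent substrate (50 nM final) and read kinetically at 0 and 10 min.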
Pin1 inhibitor – blocks the human prolyl isomerase Pin1; Pin1 FP peptide displacement, HiFluor488, 10 min; Potency, µM (highest dose often 115 µM), without a hit: at the top dose activity, negative = inhibition, actives largely listed as inhibitors; 390,000 compounds, 0.009% hits; active means well fitted inhibition curve with a large enough effect in the polarisation, with a control signal flat, not every such curve was filed as active; inconclusive means small, poorly fitted or top-dose-only effect, or effect the other way, or a change in a side signal; inactive means no such curve, though single readings can be large or run the other way; the % refers to the polarisation; further: potency means the concentration at half of the fitted maximal effect; on the % scale 0 is the no-effect control and ±100 the full control effect
JMJD2A Tudor inh – inhibitors of human JMJD2A Tudor domain; O75164; AlphaScreen JMJD2A-Tudor / H3K4me3 peptide binding; Potency, µM (highest dose often 114 µM), without a hit: at the highest dose activity change, negative = inhibition, actives largely listed as inhibitors; 390,000 compounds, 4.4% hits; AID 504339; further: potency means the concentration at half of the fitted maximal effect; on the % scale 0 is the no-effect control and ±100 the full control effect; nearly all actives have a fitted effect of over 50% in size
BAZ2B inh – inhibitors of human BAZ2B bromodomain; Q9UIF8; AlphaScreen BAZ2B-H3K14Ac peptide displacement; Potency, µM (titrated, usually from 114 µM), without a hit: at the highest dose activity change, negative = inhibition, actives largely listed as inhibitors; 360,000 compounds, 4.4% hits; further: potency means the concentration at half of the fitted maximal effect; on the % scale 0 is the no-effect control and ±100 the full control effect; nearly all actives have a fitted effect of over 60% in size
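AlphaScreen displacement: compounds (up to 110uM) incubated 30 min at room temperature with a preformed 50 nM BAZ2B/50 nM biotinylated H3K14Ac peptide complex in PBS pH 7.4 with Tween-20. Donor and acceptor beads at 10 ug/mL final added, 20 min light-protected before reading.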
The depositor's hits bear a star; i = inactive; ? = inconclusive; / = no result given; [ ] = remark or other dose. Unless noted, the call rests on the fitted dose curve; in most records, active means well fitted curve in the direction sought with a large enough effect; inconclusive means small, poorly fitted or top-dose-only effect, or another doubt; inactive means no such curve, though single readings can be large; an effect the other way counts as inactive or inconclusive. Not all compounds are listed. The share of hits here may be higher or lower than overall.

smiles	HP1b chromo inh	POLH inh	BAZ2B inh	G9a block	Tb PGK inh	JMJD2A Tudor inh	Pin1 inhibitor	GLS inh	PI4K2A block
CC1CCN(CCn2c(=S)[nH]c3ccccc3c2=O)CC1	26%	-15%	2%	/	-4%	-18%	-5%	21%	-3
Cc1ccccc1NC(=O)CC1SC(=O)N(c2ccccc2)C1=O (centres undefined)	-14%	-4%	?	?	1%	-15%[11.4 µM]	8%	47%[activator]	-3
c1ccc(-c2nnc(N3CCN(c4ccccc4)CC3)nc2-c2ccccc2)cc1	-11%	-21%	?	13µM*	i	?	-10%	7%	-21
O=C(NC1=NCCS1)c1ccccc1Cl	54%[activator]	-18%	-9%	/	-8%	-12%	-12%	-2%	-4
CC12CCC(=O)N1C(C(=O)NCCN1C(=O)S/C(=C\c3ccccc3Cl)C1=O)CS2 (centres undefined)	21%	6%	-1%	-3%[12.7 µM]	-1%	-19%	0%	18%	-3
Cc1c(C(=O)Nc2cc(S(=O)(=O)N3CCOCC3)ccc2N2CCN(C)CC2)oc2ccccc12	-19%	9%	-9%	12%[59 µM]	-1%	?	3%	-17%	-4
Cc1nnc(SCC(=O)N(C)C2CCCCC2)s1	17%	-6%	1%	-2%	i	-13%	-16%	?	1
O=S1(=O)C[C@@H](O)[C@@H](Nc2ccc(Cl)cc2)C1	21%	-14%	4%	-41%[2.33 µM]	1%	-19%	-2%	37%[activator]	-4
N#Cc1c(-c2ccccc2)cc(C2CC2)nc1SCC(=O)O	20%	-16%	-32%	11µM*	-2%	-26%	-1%	-12%	-1
CN(C)CCOC(C1CCCCC1)C1CCCCC1	-3%	-7%	-9%	23%[12.7 µM]	-2%	-20%	-1%	1%	4
COc1cccc(CSc2nc(-c3ccccc3F)nc3c2Cc2c(CO)cnc(C)c2O3)c1	46%[activator]	0%	-14%	-5%[59 µM]	-2%	1%	11%	1%	2
Cc1ccc2nc(N3CCN(c4ccccc4F)CC3)c3nnnn3c2c1	55%[activator]	-6%	0%	4%[59 µM]	i	-1%	-3%	7%	-3
Cc1ccc(NC(=O)C2CCCN(c3ncnc4c3nc3n4CCCCC3)C2)cc1Cl (centres undefined)	35%	-15%	-26%	-1%	-4%	-11%	0%	1%	-3
CCOC(=O)C1CCCN(C(=O)c2cc3cc4ccc(OC)cc4nc3o2)C1 (centres undefined)	25%	7%	-5%	/	-4%	-13%	-2%	11%	3
COc1ccc(C2=NNC(=Nc3cc(S(=O)(=O)N(C)C)ccc3C)SC2)c(OC)c1	15%	-20%	-17%	-2%	i	-31%	6%	0%	-3
COC(=O)c1cc(OC)c(OC)cc1NC(=O)Nc1ccccc1OC	23%	-11%	1%	13%	-10%	-3%	-8%	/	2
COc1ccc(/C=N/NC(=O)CCSc2nc3ccccc3s2)cc1	-3%	-15%	-5%	0%	-2%	?	-1%	23%	3
CCCc1ccc(OC(C)c2nc(-c3ccc(-n4cccc4)cc3)no2)cc1 (centres undefined)	33%[activator]	/	26%	53%[activator][59 µM]	/	6%	1%	-5%	0
Cc1c(Cl)cccc1NC(=O)C1CCCN(c2nnc(-n3c(C)ccc3C)s2)C1 (centres undefined)	28%	/	1%	9%[59 µM]	/	-10%	-2%	-8%	-4
CCOC(=O)c1oc2ccccc2c1COC(=O)CNC(=O)c1ccco1	19%	-13%	7%	4%[12.7 µM]	0%	-9%	-5%	-2%	-4
Cc1cc(C)cc(N(CCC(=O)O)S(=O)(=O)c2ccc(Cl)cc2)c1	35%	-16%	-4%	17%[59 µM]	1%	12%	-9%	17%	1
COc1ccccc1/C=N/NC(=O)c1ccc(-c2ccccc2)cc1	2%	-10%	1%	-8%	-10%	-14%	12%	1%	-2
O=CN1CCCN(C(=O)CC2C(=O)NCCN2Cc2cccc(Oc3ccccc3)c2)CC1 (centres undefined)	47%[activator]	-8%	-36%	45µM*	-1%	-17%	2%	-6%	-4
O=C(Nc1cccn(Cc2ccccc2Cl)c1=O)NC1CCCCC1	-1%	-5%	-17%	-2%	-1%	-32%	0%	-4%	6
O=C(COC(=O)CCSc1ccccc1)NCc1ccccc1	34%	-8%	7%	8%	-3%	-5%	-1%	-1%	-4

Retrieved by compound from the entries so far, three records:
smiles	HP1b chromo inh	POLH inh	BAZ2B inh	G9a block	Tb PGK inh	JMJD2A Tudor inh	Pin1 inhibitor	GLS inh	PI4K2A block
COC(=O)c1cc(OC)c(OC)cc1NC(=O)Nc1ccccc1OC	23%	-11%	1%	13%	-10%	-3%	-8%	/	2
Cc1ccc(NC(=O)C2CCCN(c3ncnc4c3nc3n4CCCCC3)C2)cc1Cl (centres undefined)	35%	-15%	-26%	-1%	-4%	-11%	0%	1%	-3
O=C(NC1=NCCS1)c1ccccc1Cl	54%[activator]	-18%	-9%	/	-8%	-12%	-12%	-2%	-4

Part of the list above, reduced to JMJD2A Tudor inh, HP1b chromo inh and PI4K2A block.
SMILES | JMJD2A Tudor inh | HP1b chromo inh | PI4K2A block
CCOC(=O)c1oc2ccccc2c1COC(=O)CNC(=O)c1ccco1 | -9% | 19% | -4
COc1cccc(CSc2nc(-c3ccccc3F)nc3c2Cc2c(CO)cnc(C)c2O3)c1 | 1% | 46%[activator] | 2
O=C(COC(=O)CCSc1ccccc1)NCc1ccccc1 | -5% | 34% | -4
Cc1c(Cl)cccc1NC(=O)C1CCCN(c2nnc(-n3c(C)ccc3C)s2)C1 (centres undefined) | -10% | 28% | -4

Next section.
smiles	HP1b chromo inh	POLH inh	BAZ2B inh	G9a block	Tb PGK inh	JMJD2A Tudor inh	Pin1 inhibitor	GLS inh	PI4K2A block
CCOC(=O)c1c(-c2ccccc2)csc1NC(=O)c1cc(-c2ccc(Br)cc2)on1	?	-19%	-27%	6.3µM*	-9%	-6%	-10%	0%	-5
Cn1c(CSCc2ccc(Cl)cc2Cl)n[nH]c1=S	3%	-15%	-7%	/	0%	-29%	-3%	55%[activator]	12
CCOc1ccc(N2C(=O)CC(Sc3nnnn3-c3ccccc3)C2=O)cc1 (centres undefined)	52%[activator]	?	-23%	10µM*	i	5%	6%	-12%	1
Cc1ccc(S(=O)(=O)/N=C(\c2ccc(Cl)cc2)N2CCOCC2)cc1	30%	-19%	15%	-14%[0.501 µM]	-3%	2%	3%	6%	-5
CC(=O)c1cccc(NC(=O)N2CCCC(C(=O)c3cc(F)ccc3F)C2)c1 (centres undefined)	15%	-19%	0%	6%	-1%	3%	-10%	0%	1
CCN1C/C(=N\S(=O)(=O)/N=C2\CN(CC)C(=O)N2CC)N(CC)C1=O	41%[activator]	-7%	3%	0%	i	1%	-9%	1%	-3
COC(=O)c1sc2ccccc2c1-n1cccc1C(=O)C(=O)Nc1ccc(F)cc1	-16%	-17%	-3%	2%[0.501 µM]	-5%	-32%	24%	-2%	1
O=C(c1cc(F)c(F)cc1Cl)N1CCCc2ccccc21	32%	-13%	10%	/	i	3%	-2%	-3%	7
O=S(=O)(c1ccc2nc(N3CCN(c4cccc(Cl)c4)CC3)ccc2c1)N1CCCCC1	30%	-14%	0%	9%[59 µM]	-4%	9%	1%	6%	2
CC(=O)c1c(C)[nH]c(C(=O)Nc2ccc(S(=O)(=O)N(C)C)cc2)c1C	?	-9%	-17%	/	-7%	-25%	4%	-1%	5
Cc1ccc[n+](-c2nc3ccccc3nc2[N-]S(=O)(=O)c2ccccc2)c1	8%	-22%	-22%	-30%	-1%	2%	-2%	-1%	-2
COC(=O)c1ccc(OC)c(CSc2nnc(-c3ccc(C(C)(C)C)cc3)o2)c1	40%[activator]	2%	-1%	12%	0%	7%	-11%	12%	-1
O=C(Nc1ccn([C@H]2CC[C@@H](CO)O2)c(=O)n1)c1ccccc1	49%	-6%	0%	4%[59 µM]	-6%	-9%	-2%	-8%	4
CC(C)C(NC(=O)c1ccccc1F)C(=O)NCCCn1ccnc1 (centres undefined)	22%	-22%	/	/	6%	0%	5%	-6%	1
O=C(Nc1ccc(Cl)c([N+](=O)[O-])c1)C(NCCCO)c1ccccc1 (centres undefined)	22%	-7%	-10%	-15%	-3%	-11%	-6%	-6%	-4
CC(=O)C1=C(O)C(=O)N(c2nccs2)C1c1ccc(F)cc1 (centres undefined)	30%	-8%	1%	-9%	-10%	-20%	3%	-1%	-1
c1cncc(-c2nnc3sc(C4CCCCC4)nn23)c1	41%	-11%	3%	-17%[12.7 µM]	-3%	-14%	-3%	4%	-1

Individual results from the list.
`c1cncc(-c2nnc3sc(C4CCCCC4)nn23)c1` in POLH inh is entered as -11%
`CC(=O)c1c(C)[nH]c(C(=O)Nc2ccc(S(=O)(=O)N(C)C)cc2)c1C` in PI4K2A block is entered as 5
